EP2 modulator: EP2 receptor (human) modulation | P43116 | EP2-expressing cells, cAMP HTRF FRET, PGE2 co-stimulation | induction, % at 25 µM | 260,000 tested, 0.83% active | AID 940;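 active = compounds whose cAMP rise, as percent of the full-agonist control response, exceeds 60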;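 note: rat C6 glioma line stably carrying human EP2 under a CMV promoter; the protocol text gives 20 µM as final concentration; 100% = response of wells given 1 µM PGE2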
PGE2 EP2 inh: inhibitors of human EP2 prostaglandin E2 receptor | P43116 | 260,000 tested, 0.52% active | C6 glioma cells expressing human EP2, cAMP TR-FRET; cells stimulated with saturating PGE2 | inhibition, % at 25 µM;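 active = percent inhibition above 40 after rounding to a whole number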;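 note: rat C6 glioma host cells with rolipram phosphodiesterase inhibitor present; the protocol text gives 20 µM as final concentration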
m-calpain inh: calpain II (pig) inhibition; inhibition, % at 16 µM; purified calpain II, fluorogenic peptide substrate, 30 min; 220,000 tested, 0.37% active; AID 1236;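 active = inhibition above about 50%, limit read from the data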
14-3-3 Bad inh: disrupts binding of bovine 14-3-3 zeta to phospho-Bad peptide. 220,000 tested, 0.71% active. TR-FRET 14-3-3zeta/Dy647-pBad peptide displacement, 1 h. inhibition, % at 21.7 µM;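 active = inhibition above about 70%, limit read from the data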;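 note: 0% = full 14-3-3 plus peptide FRET controls and 100% = background without 14-3-3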
Target sequence (P63103 whole entry, looked up): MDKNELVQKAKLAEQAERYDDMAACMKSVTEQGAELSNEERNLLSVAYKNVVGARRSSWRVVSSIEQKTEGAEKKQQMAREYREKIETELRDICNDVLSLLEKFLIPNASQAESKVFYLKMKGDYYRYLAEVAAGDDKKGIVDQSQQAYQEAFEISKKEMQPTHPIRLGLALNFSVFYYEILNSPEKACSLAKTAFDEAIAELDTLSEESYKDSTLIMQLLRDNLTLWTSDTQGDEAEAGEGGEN
zVAD death inh: L929 zVAD cell death inhibition; L929 zVAD necroptosis rescue, ATP luminescence, 24 h; with zVAD 60 µM; viability rescue, % at 10 µM; 220,000 tested, 0.38% active; AID 1377;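 active = activation, scaled between plate controls, above about 75%, limit read from the data; inactive = activation under that limit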;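 note: 0% = zVAD with DMSO and 100% = DMSO alone without zVAD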
Rad51 HR inh: blocks human Rad51 in homologous recombination | Q06609 | hRad51 DNA strand exchange, fluorescence dequenching | inhibition, % at 10 µM | 200,000 tested, 0.085% active | AID 1385;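 active = inhibition above 40% at the single screening dose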;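 note: 0% = DMSO control wells and 100% = blanks with heterologous ssDNA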
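Assay system: Human Rad51 nucleoprotein filaments preassembled on unlabelled ssDNA | Reagent: Donor/quencher-labelled 47-bp dsDNA substrate | Doses: One concentration, 10 µM final | Times: 37 °C 15-min filament assembly, 30-min compound preincubation, 15-min exchange | Technique: Fluorescein emission 520 nm, excitation 485 nm | Benchmarks: Plate control and blank wells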
eIF4E 4G PPI: eIF4E/eIF4G interaction inhibition in translation initiation; P63073+Q04637; TR-FRET eIF4E-eIF4GI(517-606) binding, 2 h; inhibition, % at 21.7 µM; 220,000 tested, 0.37% active;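 active = inhibition above about 30%, limit read from the data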;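 note: 0% = full FRET control wells and 100% = background wells lacking eIF4GI fragment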
Hck Nef HTS: inhibitors of human Hck kinase activated by Nef; 220,000 tested, 0.68% active; inhibition, % at 20 µM; Recombinant Hck-YEEI plus Nef, Z-Lyte FRET kinase assay;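 active = Hck-Nef kinase inhibition above about 50%, limit read from the data; inactive = inhibition below that limit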;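 note: 0% = DMSO with Hck plus Nef and 100% = Hck alone without Nef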
Target sequence (P08631 whole entry, looked up): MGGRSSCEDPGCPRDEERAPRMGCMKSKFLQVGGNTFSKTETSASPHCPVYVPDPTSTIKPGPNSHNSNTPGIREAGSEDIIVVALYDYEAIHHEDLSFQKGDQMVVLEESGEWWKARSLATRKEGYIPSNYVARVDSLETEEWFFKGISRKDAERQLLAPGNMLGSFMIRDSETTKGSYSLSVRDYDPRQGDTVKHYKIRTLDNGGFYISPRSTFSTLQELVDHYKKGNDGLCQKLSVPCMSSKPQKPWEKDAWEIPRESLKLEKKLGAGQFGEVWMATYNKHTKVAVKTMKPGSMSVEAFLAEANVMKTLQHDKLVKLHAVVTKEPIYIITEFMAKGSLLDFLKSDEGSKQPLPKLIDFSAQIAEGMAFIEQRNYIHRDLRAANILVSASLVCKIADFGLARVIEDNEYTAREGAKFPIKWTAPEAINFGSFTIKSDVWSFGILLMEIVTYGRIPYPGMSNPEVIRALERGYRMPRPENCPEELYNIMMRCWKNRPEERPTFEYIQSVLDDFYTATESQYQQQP
Tb hexokinase: blocks Trypanosoma brucei hexokinase 1 activity; inhibition, % at 10 µM; AID 1430; recombinant TbHK1, G6PDH-coupled NADH A340; 220,000 tested, 0.11% active;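 active = inhibition of 50% or more in the single-dose primary screen; inactive = inhibition below 50%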
Active calls of the source: *; x = not tested or not shown; [ ] = dose if it differs, or a comment. A portion of the library; rates above refer to the full screens.

1: Cc1cc(NS(=O)(=O)c2ccc(NC(=O)c3cnc4scc(C)n4c3=O)cc2)nc(C)n1
2: Oc1ccc2[nH]cnc2c1CN1CCCCC1
3: CCCCCCOC(=O)c1ccccc1NC(=O)/C=C/C(=O)O
4: CN1CCN(/N=C/c2c3ccccc3c(Cl)c3ccccc23)CC1
5: O=C(CSc1nn(-c2ccccc2)c(=S)s1)NC1CCS(=O)(=O)C1 (stereo not given)
6: Cc1ccn2cc(-c3nonc3C)cc2c1
Compound | 1 | 2 | 3 | 4 | 5 | 6
EP2 modulator | 4 | 8 | 12 | -49 | -19 | -42
PGE2 EP2 inh | 22 | 12 | 2 | 15 | 7 | 5
m-calpain inh | -3 | -35 | 5 | -18 | -3 | -8
14-3-3 Bad inh | -1 | -14 | 1 | -1 | 1 | -9[fluorescence artefact?]
zVAD death inh | 2.1 | 1.0 | -0.4 | 60 | -0.2 | 1.1
Rad51 HR inh | -6 | 8 | 0 | 11 | -59 | -10
eIF4E 4G PPI | -2 | 1 | 3[fluorescence artefact?] | 4 | 3 | 9[fluorescence artefact?]
Hck Nef HTS | -5 | 1 | -1 | 28 | 5 | 1
Tb hexokinase | -30 | 1 | -8 | -4 | -9 | -19

7: COc1ccc2cc(C(c3nnnn3Cc3ccccc3)N3CCCCCC3)c(=O)[nH]c2c1 (stereo not given)
8: CC(Sc1nc2ccccc2s1)C(=O)Nc1nnc(C(C)C)s1 (stereo not given)
9: CCN(C(=O)COC(=O)c1c(-c2ccccc2)noc1C)C1CCS(=O)(=O)C1 (stereo not given)
10: O=C(O)c1cc([N+](=O)[O-])ccc1Nc1ccccc1
11: CCOc1ccccc1/C=N/NC(=O)CNC(=O)c1cccs1
12: CC(=O)N1CCN(Cc2nc3scc(-c4ccccc4)c3c(=O)[nH]2)CC1
Compound | 7 | 8 | 9 | 10 | 11 | 12
EP2 modulator | x | 1 | 0 | -6 | -22 | 0
PGE2 EP2 inh | 7 | 8 | 14 | 12 | 6 | 7
m-calpain inh | x | 13 | 20 | -1 | 14 | -26
14-3-3 Bad inh | x | -3 | -9 | -2[fluorescence artefact?] | 4 | -11
zVAD death inh | -0.1 | 2.8 | 0.8 | -0.2 | 0.3 | 1.3
Rad51 HR inh | -8 | 2 | 5 | -6 | -15 | -2
eIF4E 4G PPI | x | -2 | 2 | 3[fluorescence artefact?] | 0 | -3
Hck Nef HTS | 4 | 0 | 0 | 2 | -15 | 18
Tb hexokinase | -16 | -16 | 44 | -23 | 5 | -2

13: Cc1ccc2cc(C(c3nnnn3C3CCCC3)N3CCN(c4ccc(F)cc4)CC3)c(=O)[nH]c2c1 (stereo not given)
14: COc1ccccc1-n1c(SCC(=O)NC(C)(C)C)nnc1-c1ccco1
15: O=C(O)CC1C(=O)NCCN1CCCc1ccccc1 (stereo not given)
16: O=C1CCC([N+](=O)[O-])C(c2ccc3c(c2)OCO3)N1 (stereo not given)
17: Cc1ccccc1OCC(=O)N/N=C/c1ccc([N+](=O)[O-])o1
18: Cc1cc(Br)ccc1OCC(=O)NNC(=O)C(=O)Nc1ccccc1
Compound | 13 | 14 | 15 | 16 | 17 | 18
EP2 modulator | 2 | 12 | 0 | -1 | 7 | 18
PGE2 EP2 inh | 7 | 5 | 11 | 0 | 10 | 10
m-calpain inh | -75 | 22 | 3 | 9 | 26 | -69
14-3-3 Bad inh | 2 | -11 | 0 | 3 | -5 | -11
zVAD death inh | 1.4 | 0.1 | 1.0 | 6.6 | 13 | 2.7
Rad51 HR inh | 0 | -3 | -1 | -3 | -3 | 0
eIF4E 4G PPI | 4[fluorescence artefact?] | -1 | 0 | -4 | 5 | -1
Hck Nef HTS | 2 | 1 | 2 | 19 | 2 | 19
Tb hexokinase | -15 | -5 | -15 | 3 | -21 | 3

19: CCO[C@H]1OC(C(=O)Nc2ccccc2)=C[C@@H](c2ccc(C(F)(F)F)cc2)[C@@H]1CCCO
20: Cc1nc2nc[nH]c2cc1Br
21: Cc1ccc(NS(=O)(=O)c2ccc(OCC(=O)Nc3cccc([N+](=O)[O-])c3)c(C)c2)cc1
22: CN1CCC(N(C)C(=S)NC(=O)c2cc(-c3cccc(Br)c3)nc3ccccc23)CC1
23: COc1ccc(OCC(=O)N/N=C(\C)CC(=O)Nc2ccc(OC)cc2[N+](=O)[O-])cc1
24: CCCCCC(=O)Nc1ncc2c(n1)CC(c1cccs1)CC2=O (stereo not given)
Compound | 19 | 20 | 21 | 22 | 23 | 24
EP2 modulator | -10 | -6 | -28 | -14 | -34 | -6
PGE2 EP2 inh | 7 | 3 | 3 | 6 | 15 | 7
m-calpain inh | 18 | 20 | 15 | 7 | 29 | 30
14-3-3 Bad inh | -8 | -4 | 6 | -7 | 3 | 1
zVAD death inh | 4.7 | 6.6 | 0.8 | -0.5 | -0.3 | 0.9
Rad51 HR inh | -5 | 2 | 5 | -6 | -3 | -1
eIF4E 4G PPI | -1 | 10 | -3 | 1 | -3 | 3
Hck Nef HTS | -5 | 2 | -1 | -8 | 6 | 14
Tb hexokinase | 0 | -4 | 2 | -3 | 4 | -8

25: CCCNC(=O)C(Cc1ccccc1)NS(=O)(=O)c1ccc2c(c1)CCC(=O)N2 (stereo not given)
26: CC1(C)CC(=O)c2cn3nc(C(F)(F)F)nc3nc2C1
27: COc1cc2[nH]c(=O)c(C(=O)NCCCN3CCCCC3)c(O)c2cc1OC
28: COc1ccc(NC(=O)c2ccc(C#N)cc2)cc1NS(=O)(=O)c1ccc(F)cc1
Compound | 25 | 26 | 27 | 28
EP2 modulator | 15 | 22 | 12 | -22
PGE2 EP2 inh | 9 | 34 | 15 | 5
m-calpain inh | 7 | -6 | -106 | -19
14-3-3 Bad inh | -11 | -1 | 25[fluorescence artefact?] | -9
zVAD death inh | 0.8 | 0.6 | 1.5 | 0.5
Rad51 HR inh | -1 | 2 | 6 | 5
eIF4E 4G PPI | 3 | -1 | -8 | 5
Hck Nef HTS | 7 | -24 | 1 | 3
Tb hexokinase | 3 | 5 | -11 | 28

Among those listed so far, 12 have sulfur:
1: Cc1cc(NS(=O)(=O)c2ccc(NC(=O)c3cnc4scc(C)n4c3=O)cc2)nc(C)n1
5: O=C(CSc1nn(-c2ccccc2)c(=S)s1)NC1CCS(=O)(=O)C1 (stereo not given)
8: CC(Sc1nc2ccccc2s1)C(=O)Nc1nnc(C(C)C)s1 (stereo not given)
9: CCN(C(=O)COC(=O)c1c(-c2ccccc2)noc1C)C1CCS(=O)(=O)C1 (stereo not given)
11: CCOc1ccccc1/C=N/NC(=O)CNC(=O)c1cccs1
12: CC(=O)N1CCN(Cc2nc3scc(-c4ccccc4)c3c(=O)[nH]2)CC1
14: COc1ccccc1-n1c(SCC(=O)NC(C)(C)C)nnc1-c1ccco1
21: Cc1ccc(NS(=O)(=O)c2ccc(OCC(=O)Nc3cccc([N+](=O)[O-])c3)c(C)c2)cc1
Compound | 1 | 5 | 8 | 9 | 11 | 12 | 14 | 21
EP2 modulator | 4 | -19 | 1 | 0 | -22 | 0 | 12 | -28
PGE2 EP2 inh | 22 | 7 | 8 | 14 | 6 | 7 | 5 | 3
m-calpain inh | -3 | -3 | 13 | 20 | 14 | -26 | 22 | 15
14-3-3 Bad inh | -1 | 1 | -3 | -9 | 4 | -11 | -11 | 6
zVAD death inh | 2.1 | -0.2 | 2.8 | 0.8 | 0.3 | 1.3 | 0.1 | 0.8
Rad51 HR inh | -6 | -59 | 2 | 5 | -15 | -2 | -3 | 5
eIF4E 4G PPI | -2 | 3 | -2 | 2 | 0 | -3 | -1 | -3
Hck Nef HTS | -5 | 5 | 0 | 0 | -15 | 18 | 1 | -1
Tb hexokinase | -30 | -9 | -16 | 44 | 5 | -2 | -5 | 2

22: CN1CCC(N(C)C(=S)NC(=O)c2cc(-c3cccc(Br)c3)nc3ccccc23)CC1
24: CCCCCC(=O)Nc1ncc2c(n1)CC(c1cccs1)CC2=O (stereo not given)
25: CCCNC(=O)C(Cc1ccccc1)NS(=O)(=O)c1ccc2c(c1)CCC(=O)N2 (stereo not given)
28: COc1ccc(NC(=O)c2ccc(C#N)cc2)cc1NS(=O)(=O)c1ccc(F)cc1
Compound | 22 | 24 | 25 | 28
EP2 modulator | -14 | -6 | 15 | -22
PGE2 EP2 inh | 6 | 7 | 9 | 5
m-calpain inh | 7 | 30 | 7 | -19
14-3-3 Bad inh | -7 | 1 | -11 | -9
zVAD death inh | -0.5 | 0.9 | 0.8 | 0.5
Rad51 HR inh | -6 | -1 | -1 | 5
eIF4E 4G PPI | 1 | 3 | 3 | 5
Hck Nef HTS | -8 | 14 | 7 | 3
Tb hexokinase | -3 | -8 | 3 | 28

Compound activity: PubChem BioAssay, several laboratories
